Giardia FBPA inh = Giardia lamblia aldolase inhibition. A8B2U2. purified Giardia FBPA. Potency, µM (highest dose often 59.6 µM), inactives show top-dose activity, negative = inhibition, hits mostly inhibitors. hit rate 0.71% among 290,000; active = well fitted inhibition curve with a large enough effect; inconclusive = small, poorly fitted or top-dose-only effect, or effect the other way; also: nearly all actives have a fitted effect of over 55% in size
Target sequence (A8B2U2 whole entry, looked up): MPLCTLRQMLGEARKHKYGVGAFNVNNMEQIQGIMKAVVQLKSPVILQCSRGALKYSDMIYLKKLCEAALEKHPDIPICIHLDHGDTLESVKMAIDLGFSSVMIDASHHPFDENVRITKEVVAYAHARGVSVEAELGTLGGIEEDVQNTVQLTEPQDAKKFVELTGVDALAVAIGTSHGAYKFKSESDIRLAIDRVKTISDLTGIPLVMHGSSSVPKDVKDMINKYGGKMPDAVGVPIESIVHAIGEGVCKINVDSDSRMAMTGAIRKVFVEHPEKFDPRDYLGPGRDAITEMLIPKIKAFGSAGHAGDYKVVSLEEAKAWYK
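40 nM FBPA preincubated 10 min at RT with compound (up to 57.5 uM final), then substrate plus GAPDH/TPI/NAD/arsenate coupling and diaphorase/resazurin added. Fluorescence read after 20 min at RT, 525/598 nm.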
An asterisk follows results filed as active; & = joins results of further samples; [ ] = remark or other dose. % is scaled to controls: 0 for no effect and ±100 for the full control effect; potency is read from the fitted curve at half-maximal effect. Not all compounds are listed (hit frequency here may not be typical).

`CCOC(=O)CCN1C(=O)[C@H]2[C@H]3[C@H](O)[C@H](O)C/C(=N/NC(=O)OCc4ccc(OC)cc4)[C@@H]3CC[C@@H]2C1=O` gave Giardia FBPA inh 3%[12.9 µM].
For COc1cccc(Cn2c(=O)c(-c3cccc(C#N)c3)nc3cnc(Nc4ccccc4)nc32)c1 the results were Giardia FBPA inh -4%.
`O=C(Nc1cccc(F)c1)N1CC[C@@]2(CCCN(C(=O)c3ccncc3)C2)C1` gave Giardia FBPA inh 6%.
For C[C@H]1C(O)[C@@]23CCC4C5(C=[N+](CCO)C[C@]4(C)CCC5)C2C[C@@H]1C3 (stereo partly specified) the results were Giardia FBPA inh 3%.
Screening N#CCCn1c(=O)c(-c2cccs2)nc2cnc(N3CCOCC3)nc21 returned Giardia FBPA inh 6%.
Cc1cccc(CNc2cc(-c3ccc(C(=O)N(C)C)cc3)ncn2)c1 was read as Giardia FBPA inh -6%.
For C=CCOC(=O)N[C@@H](CC(C)C)/C(C(=O)OC)=C(\C)NCc1ccccc1 the results were Giardia FBPA inh -3%.
`CC(=O)NCCNc1ncnc2ccc(-c3ccc(C(=O)N(C)C)cc3)cc12` gave Giardia FBPA inh -5%.
`C[C@@]1(C(NC(=O)c2cccs2)c2ccc(-c3ccccc3)cc2)C[C@H]1C1CCCCC1` (stereo partly specified) gave Giardia FBPA inh -1%.
For CC1CCC(C(=O)O)NC1c1cccc(N2CCOCC2)c1 (stereo unspecified) the results were Giardia FBPA inh -2%[12.9 µM].
For COc1ccc(C(=O)N2CCC3(CC2)CN(c2ncccn2)C3)cc1 the results were Giardia FBPA inh 11%.
For COc1ccccc1CNc1cc(-c2ccccc2C(F)(F)F)ncn1 the results were Giardia FBPA inh 0%.
For COC(=O)[C@@H]1C[C@H]1[C@@H](NC(=O)Oc1ccc(F)cc1)c1ccccc1 the results were Giardia FBPA inh -14%.
`CCC(=O)Nc1ccc(Cl)c(Cl)c1` gave Giardia FBPA inh -5%.
CN(C)Cc1ccccc1-c1cc(N(C)Cc2ccco2)ncn1 was read as Giardia FBPA inh 6%.
Screening CC(C)=NO[C@@H](C)CN1CCCCc2nc(C)c(C)cc21 returned Giardia FBPA inh -1%[12.9 µM].
For CNC(=O)[C@H](C)[C@H]1C[C@]1(C)[C@H](NC(=O)OCc1ccccc1)c1ccccc1 the results were Giardia FBPA inh 2%.
For NC(N)=NN=Cc1c(Cl)cccc1Cl the results were Giardia FBPA inh -13%.
Screening O=S(=O)(c1ccccc1)N1CCC2(CC1)CN(c1ncccn1)C2 returned Giardia FBPA inh 0%.
Screening O=C(N[C@@H](CO)[C@@H](O)c1ccc([N+](=O)[O-])cc1)C(Cl)Cl returned Giardia FBPA inh 0%[21.7 µM].

Pulled by structure from above (six):
Screening CC(C)=NO[C@@H](C)CN1CCCCc2nc(C)c(C)cc21 returned Giardia FBPA inh -1%[12.9 µM].
For NC(N)=NN=Cc1c(Cl)cccc1Cl the results were Giardia FBPA inh -13%.
Screening O=S(=O)(c1ccccc1)N1CCC2(CC1)CN(c1ncccn1)C2 returned Giardia FBPA inh 0%.
For COc1ccccc1CNc1cc(-c2ccccc2C(F)(F)F)ncn1 the results were Giardia FBPA inh 0%.
`CCC(=O)Nc1ccc(Cl)c(Cl)c1` gave Giardia FBPA inh -5%.
CN(C)Cc1ccccc1-c1cc(N(C)Cc2ccco2)ncn1 was read as Giardia FBPA inh 6%.

Later entries:
`CC/C=C\C/C=C\C/C=C\CCCCCCCCCC(=O)O` gave Giardia FBPA inh 4%.
COC(=O)c1ccc(C(NC(=O)OCc2ccccc2)/C(I)=C/[C@@H](C)C(=O)NCC2CC2)cc1 (stereo partly specified) was read as Giardia FBPA inh 4%.
Screening OCC1OC(C#Cc2ccccc2)C=CC1O (stereo unspecified) returned Giardia FBPA inh -1%&2%&0%[12.9 µM].
`COc1cc(C(=O)OC2CC[C@]3(C)C4CCC5[C@]6(O)CC(O)[C@]7(O)C(CN8CC(C)CCC8[C@]7(C)O)[C@]6(O)C[C@@]53O[C@]24O)cc(OC)c1OC` (stereo partly specified) gave Giardia FBPA inh 0%.
For Nc1nc(Nc2ccccc2)nc2c1ncn2[C@@H]1O[C@H](CO)[C@H](O)[C@H]1O the results were Giardia FBPA inh 2%.
`COc1cccc(Cn2c(=O)cnc3cnc(Oc4cccc(Cl)c4)nc32)c1` gave Giardia FBPA inh -9%.
`COc1ccccc1-c1nccc(NCc2cccs2)n1` gave Giardia FBPA inh -10%.
COC(=O)C1=C(C)N(Cc2ccccc2)C2=C3C(=O)OCCC3[C@@](O)(C(=O)OC)C(=O)N2C1c1ccccc1 (stereo partly specified) was read as Giardia FBPA inh 1%[12.9 µM].
For COC(=O)CCC(=O)OC1(C)C(=O)C=C2C=C(CCCNC(=O)OC(C)(C)C)OC=C2C1=O (stereo unspecified) the results were Giardia FBPA inh -4%.
`COCCNc1ncnc2ccc(-c3ccc(N(C)C)cc3)cc12` gave Giardia FBPA inh -24%.
For C[C@@H]1/C(=N/O)CC2C[C@@H]1C2(C)C the results were Giardia FBPA inh -2%.
`CN1C[C@H](CNC(=O)OCc2ccccc2)C[C@H]2c3cccc4c3c(cn4C)C[C@@H]21` gave Giardia FBPA inh 0%.
COCCn1c(=O)c(-c2ccccc2)nc2cnc(Oc3ccc(OC)cc3)nc21 was read as Giardia FBPA inh -10%.
For COc1ccccc1CN1CC[C@@]2(CCCN(S(=O)(=O)c3ccccc3)C2)C1 the results were Giardia FBPA inh 0%.
Screening Clc1ccc2nc(-c3ccccc3)[nH]c2c1 returned Giardia FBPA inh inconclusive.
Screening N#Cc1ccc(CN2CC3(CCNCC3)C2)cc1 returned Giardia FBPA inh 2%.
For N#Cc1c(Cl)c(Cl)c(Cl)c(C#N)c1Cl the results were Giardia FBPA inh 12%.
For CCC/C=C(\CCC)C(NS(=O)(=O)c1cccc2cccnc12)c1ccc(-c2ccccc2)cc1 (stereo unspecified) the results were Giardia FBPA inh -2%.
For O=c1c(O)c(-c2ccc(O)c(O)c2)oc2c(OC3OC(CO)C(O)C(O)C3O)c(O)cc(O)c12 (stereo unspecified) the results were Giardia FBPA inh -25%.
`COc1ccc(-c2nc3cnc(N4CCNCC4)nc3n(C)c2=O)cc1` gave Giardia FBPA inh -2%.
Screening C/C(N[C@@H]1CSCC1O)=C1/C(=O)CC2[C@@H]1C2(C)C (stereo partly specified) returned Giardia FBPA inh -10%.
For Cn1cccc1C(=O)N1CCC2(CCCN(Cc3ccc(C#N)cc3)C2)CC1 the results were Giardia FBPA inh -4%.
`O=C(c1ccncc1)N1CCC2(CC1)CN(c1ccc(-c3ccccc3)cc1)C2` gave Giardia FBPA inh -12%.
Screening CN(Cc1ccco1)c1cc(-c2ccoc2)ncn1 returned Giardia FBPA inh inconclusive.
O=c1c(-c2cccs2)nc2cnc(Oc3cccc(Cl)c3)nc2n1C1CC1 was read as Giardia FBPA inh -9%.
For CN[C@H]1CCc2cc(OC)c(OC)c(OC)c2-c2ccc(N[C@@H]3CCCCNC3=O)c(=O)cc21 the results were Giardia FBPA inh inconclusive.
`CC1(OC(=O)C2CCCC2)C(=O)C=C2C=C(C3CC3)OC=C2C1=O` (stereo unspecified) gave Giardia FBPA inh -14%.
`CNC(=O)[C@H]1O[C@H](n2cnc3c(NCc4cccc(I)c4)nc(Cl)nc32)[C@@H](O)[C@@H]1O` gave Giardia FBPA inh 0%.
CC(=O)NCCNc1nc(-c2c(C)noc2C)nc2ccccc12 was read as Giardia FBPA inh 1%.
Screening COc1cccc(-c2cncnc2NCc2ccccc2)c1 returned Giardia FBPA inh -6%.
`CCCCCC1=C2CNC(CCC)(C(=O)OC)C=C2C(C)C1=O` (stereo unspecified) gave Giardia FBPA inh -29%.
N#CCCn1c(=O)c(CCc2ccccc2)nc2cnc(N3CCOCC3)nc21 was read as Giardia FBPA inh -5%.
`CN1CCCC2(CCN(S(=O)(=O)c3ccccc3)CC2)C1` gave Giardia FBPA inh 0%.
For O=C(Nc1ccccc1)N1CC2(CCN(C(=O)c3ccco3)CC2)C1 the results were Giardia FBPA inh -2%.
COc1ccc(C(=O)O)c(O)c1OC was read as Giardia FBPA inh -27%.
`C/C(CCN1CCc2nc(-c3ccccc3)c(-c3ccccc3)cc2C1)=N\O[C@@H](C)CN1CCCc2nc(C)c(C)cc21` gave Giardia FBPA inh -1%[12.9 µM].
For COCCn1c(=O)cnc2cnc(OCc3ccccc3)nc21 the results were Giardia FBPA inh 4%.
`COc1ccccc1-c1cncnc1NCc1cccs1` gave Giardia FBPA inh inconclusive.
Cc1nc2cnc(N3CCOCC3)nc2n(Cc2cccs2)c1=O was read as Giardia FBPA inh 4%.
Screening COc1ccc(-c2nc3cnc(OC)nc3n(Cc3cccc(OC)c3)c2=O)cc1 returned Giardia FBPA inh -9%.
`COC(=O)c1ccc(C(NC(=O)OCc2ccccc2)/C(C)=C/[C@@H](C)C(=O)Nc2ccc(OC)cc2)cc1` (stereo partly specified) gave Giardia FBPA inh -4%.
For COC(=O)C1=NOC2(C=C(Br)C(OC)=C(Br)C2=O)C1 (stereo unspecified) the results were Giardia FBPA inh 0%[12.9 µM].
Screening c1ccc(-c2csc(-c3nc4ccccc4[nH]3)n2)cc1 returned Giardia FBPA inh -11%.
For C[C@]12CCC(=O)C=C1CCC1C3CC[C@](O)(C(=O)CO)[C@@]3(C)CC3OC312 (stereo partly specified) the results were Giardia FBPA inh 2%.
For CC/C=C\C/C=C\C/C=C\C/C=C\C/C=C\C/C=C\CCC(=O)NCCc1ccc(O)c(O)c1 the results were Giardia FBPA inh -6%.
Screening C=CCOC(=O)C(C(C)=O)C(NC(=O)OC)c1ccccc1 (stereo unspecified) returned Giardia FBPA inh -4%[12.9 µM].
`Cc1ccc2oc(-c3ccccc3)c(O)c(=O)c2c1` gave Giardia FBPA inh 8%.
`Cc1cccc(CNc2nc(-c3ccccc3CN(C)C)nc3ccccc23)c1` gave Giardia FBPA inh -3%.
`Oc1ccc2c3c1O[C@H]1c4[nH]c5ccccc5c4C[C@]4(O)[C@H](C2)N(CC2CC2)CC[C@@]314` gave Giardia FBPA inh -7%.
COCC(=O)N1CCC[C@@]2(CCN(Cc3nccs3)C2)C1 was read as Giardia FBPA inh 0%.

Copied from above for reference:
`COC(=O)c1ccc(C(NC(=O)OCc2ccccc2)/C(C)=C/[C@@H](C)C(=O)Nc2ccc(OC)cc2)cc1` (stereo partly specified) gave Giardia FBPA inh -4%.
For COC(=O)C1=NOC2(C=C(Br)C(OC)=C(Br)C2=O)C1 (stereo unspecified) the results were Giardia FBPA inh 0%[12.9 µM].
Screening c1ccc(-c2csc(-c3nc4ccccc4[nH]3)n2)cc1 returned Giardia FBPA inh -11%.

The list continues:
Cn1c(=O)c(-c2cccc(F)c2)nc2cncnc21 was read as Giardia FBPA inh 6%.
For CCOC(=O)CN1C(=O)N[C@@H](CCc2ccccc2)C(C(=O)OC)=C1C the results were Giardia FBPA inh 5%[12.9 µM].
`NC(C(=O)N[C@@H]1C(=O)N2C(C(=O)O)=C(Cl)CS[C@H]12)c1ccccc1` (stereo partly specified) gave Giardia FBPA inh -1%.
`CN(C)Cc1ccccc1-c1nccc(Nc2ccc(F)cc2)n1` gave Giardia FBPA inh 5%.
`CNC(=O)[C@H]1O[C@@H](n2cnc3c(NCc4ccc(N)cc4)ncnc32)[C@H](O)[C@H]1O` gave Giardia FBPA inh -1%.
`COc1ccc(-c2nc3cnc(Nc4cccc(OC)c4)nc3n(C[C@H]3CCCO3)c2=O)cc1` gave Giardia FBPA inh -14%.
For COCCn1c(=O)c(-c2ccc(Cl)cc2)nc2cnc(N3CCOCC3)nc21 the results were Giardia FBPA inh 4%.
c1cc(N2CCCC3(CCNCC3)C2)ccn1 was read as Giardia FBPA inh -11%.
Screening CCCCc1nc2c(c3c1C[C@H](C)OC3)CN(S(=O)(=O)c1ccc(NC(C)=O)cc1)CC2 returned Giardia FBPA inh 5%[12.9 µM].
Screening C=C(C(C)=O)C(O)c1cccs1 (stereo unspecified) returned Giardia FBPA inh 1%.
Screening COC(=O)NC(c1ccccc1)C(C#N)C(=O)OC (stereo unspecified) returned Giardia FBPA inh -7%[12.9 µM].
`CN1C2CC3CC1C(O3)C2O` (stereo unspecified) gave Giardia FBPA inh 1%.
COc1cccc(Cn2c(=O)c(-c3ccc(F)cc3)nc3cnc(OC)nc32)c1 was read as Giardia FBPA inh 0%.
`CCN1CCN(C(=O)NC(C(=O)NC2C(=O)N3C2SC(C)(C)C3C(=O)O)c2ccccc2)C(=O)C1=O` (stereo unspecified) gave Giardia FBPA inh -3%.
C[C@H]1Cc2c(COc3ccccc3)nc3c(c2CO1)CN(S(=O)(=O)c1ccc2c(c1)OCCN2C)CC3 was read as Giardia FBPA inh 4%[12.9 µM].
`COC(=O)c1ccc(C(NC(=O)OCc2ccccc2)/C(=C/[C@@H](C)C(=O)NCc2ccc(S(C)(=O)=O)cc2)c2cccnc2)cc1` (stereo partly specified) gave Giardia FBPA inh 7%.
`CC(C)CC(N)C1(c2ccc(Cl)cc2)CCC1` (stereo unspecified) gave Giardia FBPA inh 1%.
CCCn1c(-c2ccc(F)cc2)nc2c(NCCCCN3CCCC3)nc(C)nc21 was read as Giardia FBPA inh -9%.
Screening COC/C=C/C1=CC2=CC(=O)C(C)(OC(=O)c3cnc4ccccc4n3)C(=O)C2=CN1CCc1c[nH]c2ccccc12 (stereo unspecified) returned Giardia FBPA inh inconclusive.
For COC(=O)c1c(OC)cc2c(c1C)Oc1c(Cl)c(O)c(Cl)c(C)c1C(=O)O2 the results were Giardia FBPA inh 18%.
`NC1(C(=O)O)CCCCC1` gave Giardia FBPA inh 1%.
Screening Cc1noc(C)c1C(=O)N1CCC[C@@]2(CCN(Cc3ccc(C#N)cc3)C2)C1 returned Giardia FBPA inh -8%.
For CN(C)Cc1ccccc1-c1cc(NCc2cccs2)ncn1 the results were Giardia FBPA inh 7%.
